High-throughput results (PubChem BioAssay)
KOR beta-arrestin-1: KOR agonists, beta-arrestin recruitment, primary screen, cell-based, luminescence, uHTS (AID 1777); KOR beta-arrestin recruitment, luminescence; higher % means a stronger effect; activation, % at 10 µM, or EC50 in µM where a hit was titrated; hit rate 0.02% among 280,000; in the data active means activation above about 50%, passing the limit was not always enough; further: a part of the inactive calls stands beside numbers as strong as those of hits
KOR beta-arrestin-2: KOR antagonists, beta-arrestin recruitment, cell-based, luminescence, uHTS (AID 1778) | KOR beta-arrestin recruitment, luminescence, antagonist mode; higher % means a stronger effect | inhibition, % at 10 µM; hits with a dose series show IC50 in µM | hit rate 0.091% among 290,000; further: strong numbers were not always called active
GPR55 activation: GPR55 agonists via beta-arrestin recruitment, primary screen, imaging, U2OS cells, beta-arrestin-GFP redistribution (AID 1961); U2OS GPR55 beta-arrestin-GFP redistribution imaging; higher % means a stronger effect; activation, % at 10 µM, or EC50 in µM where a hit was titrated; hit rate 0.048% among 290,000;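 active means activation above 40% with more than 50 cells counted in the well; inconclusive means wells holding fewer than 50 cells, flagged as toxic or sparse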;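 further: U2OS osteosarcoma cells stably expressing GPR55 and beta-arrestin-GFP; plate controls were DMSO negative control for no effect and LPI positive control for full effect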
HIV fusion peptide: cell-free HIV fusion peptide-binding blockers – biochemical, uHTS, fluorescence dequenching, primary screen (AID 1986); cell-free peptide binding, fluorescence dequenching, 30 min; higher % means a stronger effect; hit rate 0.3% among 290,000; inhibition, % at 20 µM; hits with a dose series show IC50 in µM; in the data active means inhibition mostly above about 52%, no sharp cut-off; inactive means mostly below about 76%; further: some results filed as inactive read as strong as hits
Myeloid diff 2: compounds promoting myeloid differentiation. ER-HoxA9 myeloid progenitors, lysozyme-GFP differentiation, flow cytometry. calls only at 10 µM. hit rate 1% among 360,000. AID 624256;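 active means normalized GFP-positive differentiation at or above the plate's own cutoff, the solvent-only control mean plus 3 SD; inconclusive means no clear call, values can overlap the other calls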;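 further: cells exposed to compound for four days before flow analysis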
GPR55 LPI antagonism: inhibition of LPI-stimulated GPR55 beta-arrestin translocation – imaging, U2OS, beta-arrestin-GFP, LPI agonist, primary screen (AID 2013). U2OS GPR55 beta-arrestin-GFP translocation imaging, LPI antagonism; higher % means a stronger effect. one-dose inhibition, % at 10 µM; IC50 in µM for titrated hits. hit rate 0.13% among 290,000;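 active means spots per cell inhibited over 60%, with over 100 cells counted and total cytoplasm intensity under 500,000; inconclusive means wells with under 100 cells, flagged as likely toxic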;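 further: U2OS cells stably carrying GPR55 and arrestin-GFP stimulated by 5 µM LPI near EC80; imaged beta-arrestin-GFP aggregate spots per cell after agonist stimulation; plate controls were LPI-stimulated DMSO wells for no effect and DMSO wells without LPI for full effect; some results filed as inactive read as strong as hits; confirmed hits need IC50 under 10 µM and bright autofluorescent wells are also inconclusive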
HEK293 NOD2/NF-kB: inhibition of NOD2-driven NF-kB reporter – cell-based, luminescence, uHTS, HEK293 (AID 1566); hit rate 0.63% among 290,000; inhibition, % at 4 µM, or EC50 in µM where a hit was titrated; HEK293 NOD2/NF-kB luciferase reporter, luminescence; higher % means a stronger effect; further: many of its hits are not listed in these tables
GPR35 antagonists: inhibition of zaprinast-stimulated GPR35 beta-arrestin translocation – imaging, U2OS, beta-arrestin-GFP, zaprinast agonist, primary screen (AID 2058); hit rate 0.052% among 290,000; one-dose inhibition, % at 10 µM; IC50 in µM for titrated hits; U2OS GPR35 beta-arrestin-GFP translocation imaging, zaprinast antagonism; higher % means a stronger effect;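 active means inhibition of at least 50% with at least 30 cells and total cytoplasm GFP at most 10,000,000; inconclusive means under 30 cells or total GFP of 10,000,000 plus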
NOD1 NF-kB reporter: NOD1 signaling inhibitors, primary screen, cell-based, luminescence, uHTS (AID 1578); hit rate 1% among 290,000; inhibition, % at 4 µM; hits with a dose series show EC50 in µM; NOD1-driven NF-kB luciferase reporter cells, luminescence; higher % means a stronger effect; in the data active means inhibition mostly above about 36%, no sharp cut-off; inactive means mostly below about 34%;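 further: HEK-293T reporter cells stimulated with the NOD1 agonist gamma-tri-DAP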
Myeloid diff 2 GFP+ MAC1+ %: further read-out of Myeloid diff 2, marked with its call; GFP+ MAC1+ double positive, %; measured here: differentiation confirmed by MAC1 staining
Starred values were filed as active, the others as inactive; i = inactive; u = inconclusive; x = not tested or not shown; [ ] = dose if it differs, or a comment. Unless noted, no stated cut-off is given here; in the data, active means inhibition above about 50%; inactive means the rest.

SMILES	KOR beta-arrestin-1	KOR beta-arrestin-2	GPR55 activation	HIV fusion peptide	Myeloid diff 2	Myeloid diff 2 GFP+ MAC1+ %	GPR55 LPI antagonism	HEK293 NOD2/NF-kB	GPR35 antagonists	NOD1 NF-kB reporter
COc1cccc(OC)c1C(=O)Nc1nc(COc2ccccc2)cs1	27%	-25%	0.6%	0.7%	i	0.3	-6%	26%	12%	14%
CN(C)c1ccc(C(=O)Nc2nnc(C3=COCCO3)o2)cc1	-6.2%	12%	1.1%	2.0%	i	0.7	16%	4%	-9%	-35%
COCCNC(=S)Nc1ccc(Cl)c(Cl)c1	-3.3%	-2%[20 µM]	-0.1%	1.5%	i	0.7	-5%	1%	-2%	-25%
OC(CN1CCc2ccccc2C1)c1ccccc1 (centres undefined)	1.8%	-18%	-0.5%	-0.3%	i	1.2	15%	-12%	-6%	-43%
COc1ccc(S(=O)(=O)N2CCOC2CNC(=O)C(=O)NCc2ccncc2)cc1C (centres undefined)	0.3%	-16%	-0.1%	0.6%	i	0.0	3%	17%	16%	-8%
O=C(CSc1nc2ccccc2n1S(=O)(=O)c1ccccc1)N1CCCCC1	4.1%	16%	-0.1%	1.3%	i	1.0	x	-20%	5%	-11%
Cc1cc(/C=N/NC(N)=O)c(C)n1-c1ccc(F)cc1	2.7%	-52%	-0.4%	-1.2%	i	0.3	7%	1%	0%	-24%
O=C(Nc1nc(-c2ccc(F)c(F)c2)cs1)Nc1ccc(F)cc1F	8.7%	-46%	-0.2%	-0.4%	i	0.5	-1%	-41%	-14%	-16%
O=C(O)CN1C(=O)/C(=C\c2cccc(OC(=O)c3ccco3)c2)SC1=S	0.8%	-24%	0.3%	2.6%	i	1.6	-1%	-2%	10%	-12%
Cc1cc(NC(=O)c2cc(C3CC3)on2)no1	3.9%	-5%	-0.1%	-0.3%	i	3.1	6%	-8%	9%	-9%
Cc1c(CCO)c(=O)[nH]n1S(=O)(=O)c1ccc(Cl)cc1Cl	3.4%	-21%	-0.1%	1.3%	i	0.6	11%	3%	7%	-2%
CC(=O)Nc1ccc2nc(-c3cccn3C)[nH]c2c1	-1.2%	-10%[20 µM]	0.0%	-0.5%	i	0.5	-4%	1%	0%	-33%
O=C(CCn1c(=O)sc2ccccc21)Nc1ccon1	11%	-21%	-0.3%	3.0%	i	7.2	1%	20%	2%	-14%
Cc1cc2nc(C)n3c4ccccc4nc3n2n1	2.7%	15%	-0.2%	9.5%	i	0.6	-2%	7%	4%	15%
CC1CCCN(CC(=O)Nc2cccc([N+](=O)[O-])c2)C1 (centres undefined)	-4.3%	-20%	-0.3%	-0.1%	i	1.4	2%	17%	-8%	-2%
CCN(CC)S(=O)(=O)c1ccc(NC(=O)c2ccccc2N(C)S(C)(=O)=O)cc1	3.4%	13%	-0.1%	3.6%	i	0.7	5%	5%	9%	-9%
Nc1nonc1-n1nnc(C(=O)N/N=C/c2cccc(Cl)c2Cl)c1CN1CCCC1	-1.4%	-3%	2.3%	0.9%	i	0.6	3%	39%	0%	6%
COc1ccc(/C=N/Nc2nc3ccccc3s2)cc1O	-2.8%	-12%	0.1%	-3.2%	i	0.2	3%	-167%	-4%	-7%
O=c1oc2c(CN3CCOCC3)c(O)ccc2c2ccccc12	2.9%	0%	-0.1%	-2.6%	i	0.8	10%	-35%	15%	-7%
CCc1ccc(CC)c(S(=O)(=O)Nc2ccc(O)c(C(=O)O)c2)c1	0.0%	16%	-0.2%	20%	i	5.2	7%	4%	-5%	-18%
Cc1cc(=O)[nH]c(SCC(=O)Nc2nnc(SCc3ccccc3)s2)n1	9.9%	-29%	0.6%	8.4%	i	0.4	-4%	29%	5%	22%
CN(C)C(=S)Nc1ccc2c(c1)OCO2	0.0%	-16%	-0.8%	-0.8%	i	1.6	3%	8%	-14%	-7%
COc1ccc2sc(N(CCN(C)C)C(=O)c3cc(Cl)sc3Cl)nc2c1	-4.1%	7%	-0.2%	-1.1%	i	0.7	4%	-5%	-9%	-4%
Cc1ccc(-c2nc(C=Nc3ccccc3)c(O)o2)cc1	3.3%	2%	0.1%	-1.7%	i	0.2	10%	-26%	-11%	-34%
O=C1/C(=C/c2ccc(O)c(O)c2)Oc2cc(O)ccc21	-3.2%	52%	0.0%	28%	i	1.6	-9%	-116%	-11%	0%
CN(Cc1ccccc1)C(=O)Nc1ccccc1	4.4%	27%	-0.2%	0.0%	i	6.7	9%	5%	8%	-2%
Cn1c(Oc2ccc(F)cc2)c(C=O)c2ccccc21	-1.8%	3%	0.6%	-1.5%	i	0.6	5%	29%	-24%	12%
Cc1ccc(S(=O)(=O)c2c(C)c(C)c(C)[nH]c2=O)cc1	-1.1%	-16%	0.0%	3.0%	i	0.7	1%	1%	8%	-8%
C=CCNc1nc(-c2cccc(OC)c2O)nc2ccccc12	-0.9%	-30%	0.3%	2.1%	i	0.5	6%	21%	21%	1%
Cc1nc2ccccc2c2c1C(=O)N(CCC1=CCCCC1)C2=O	-0.4%	15%	0.3%	-0.3%	x	x	8%	9%	4%	-35%
COc1ccc(-c2nc3ccccc3c(=O)n2NC(=S)N(C)C)cc1	-5.0%	12%	-0.3%	0.2%	i	2.0	24%	1%	0%	-13%
Cc1cc2nnc(SCC(=O)NC3CCCCC3)n2c(N)n1	-3.9%	-21%	0.1%	0.5%	i	7.1	5%	2%	-2%	4%
COc1ccccc1-c1nnc(NC(=O)c2ccccc2F)o1	-3.2%	-2%	0.3%	0.1%	i	1.2	-11%	7%	8%	2%
CC(C)CCNC(=O)C(c1ccc(O)cc1)N(Cc1cccs1)C(=O)C1COc2ccccc2O1 (centres undefined)	4.2%	16%	0.3%	0.4%	i	0.5	20%	10%	-13%	-4%
CN(C(=O)/C(N=Nc1cccc(C(F)(F)F)c1)=C(\O)C(F)(F)F)c1ccccc1	0.7%	-23%	0.3%	15%	i	1.4	4%	9%	2%	7%
N#CC1=C(N)n2c(s/c(=C\c3ccco3)c2=O)=C(C#N)C1c1ccco1 (centres undefined)	-1.6%	6%	-0.1%	26%	i	2.0	-10%	9%	-4%	-5%
COc1ccc(-c2[nH]ncc2CNC(C)CCn2cccn2)cc1F (centres undefined)	x	-1%[20 µM]	-0.1%	-1.5%	i	0.5	-6%	14%	-6%	-13%
CCCOc1ccc(C(=O)N2CC3(CC(c4cccc(NC(=O)[C@@H]5CCC(=O)N5)c4)=NO3)C[C@H]2C(=O)NC2(C(N)=O)CC2)cc1 (some centres undefined)	1.9%	3%	-0.3%	-2.3%	i	1.8	11%	-12%	2%	10%
CCN1CCN(C(=O)c2ccc(CN(c3ccc(C)c(C)c3)S(C)(=O)=O)cc2)CC1	-2.8%	-2%	0.0%	-0.9%	i	0.4	9%	-13%	18%	19%
COC(=O)c1cc(NC(=O)C23CCC(C)(C(=O)O2)C3(C)C)cc(C(=O)OC)c1 (centres undefined)	-0.3%	8%	0.2%	-0.4%	i	0.9	2%	-4%	-8%	-13%
COc1ccc(/C(O)=C2/C(=O)C(=O)N(CCN(C)C)C2c2cccnc2)cc1OC (centres undefined)	-0.8%	-46%	-0.5%	0.4%	i	0.4	-6%	-10%	-9%	-2%
O=C(NCCOC(=O)c1ccc(F)cc1)c1ccc(F)cc1	-6.8%	29%	0.0%	-0.8%	i	0.2	8%	11%	4%	-7%
CCCCOC(=O)C1=C(C)Nc2ncnn2C1c1cc(OC)ccc1OC (centres undefined)	-3.7%	16%	0.0%	-2.3%	i	0.6	4%	4%	3%	-12%
CCC(=O)c1ccc(OCC(=O)NCCc2ccccn2)cc1	2.0%	-3%	-0.5%	1.1%	u	x	3%	-18%	11%	-22%
O=C(Cc1ccc(Br)cc1)Nc1cccc(Cl)c1	-3.9%	0%	-0.9%	-0.1%	i	0.1	7%	11%	-8%	-22%
CC(=O)N(c1ccc(Cl)cc1)c1c[nH]c2ccccc12	1.4%	-21%	0.3%	-0.6%	i	10	-1%	-2%	1%	-15%
COc1ccc(S(=O)(=O)N2CCN(C(=O)NCc3ccccc3)CC2)cc1	1.4%	-38%	1.1%	57%	i	0.3	2%	4%	2%	-12%
Cc1cccc(C(=O)NCC(=O)NC2CCN(Cc3ccccc3)CC2)c1	2.7%	-29%	0.2%	2.6%	i	0.9	-1%	1%	5%	-29%
CCOC(=O)COc1cc(-n2c(=S)[nH]c3ccccc3c2=O)c(Cl)cc1Cl	0.5%	-41%	0.5%	2.6%	i	0.3	6%	3%	5%	-21%
COc1cccc(NC(=O)COC(=O)c2ccco2)c1	2.7%	-10%	-0.3%	1.8%	i	0.9	2%	-24%	-10%	-19%
CCCn1nnc(NC(=O)Cc2ccccc2)n1	-0.4%	12%	-0.1%	0.2%	i	0.5	20%	-2%	15%	-4%
C/C(=N\Nc1nc(C)c(C)s1)c1ccc([N+](=O)[O-])cc1	-1.1%	-17%	-0.3%	-2.3%	i	1.5	-2%	-16%	3%	-48%
Cc1ccc(S(=O)(=O)Nn2c(C)ccc2C)cc1	0.8%	6%	-0.1%	28%	i	0.9	-7%	-18%	6%	-31%
Cc1ccc(CCNC(=O)CNC(=O)c2cccs2)cc1	-3.5%	-8%	-0.3%	-1.2%	i	0.6	-1%	8%	-4%	-12%
Cc1ccc(NC(=O)CS(=O)CC(=O)N(c2ccccc2F)C(C)C(=O)NC2CCCC2)cc1 (centres undefined)	2.6%	-6%	0.3%	0.4%	i	0.8	-16%	4%	-5%	0%
O=C1NC(c2ccccc2)CCO1 (centres undefined)	-0.9%	-23%[20 µM]	-0.1%	-0.4%	i	1.1	6%	-15%	2%	-22%
O=C(Nn1c(SCc2ccccc2F)nc2ccsc2c1=O)c1ccccc1	0.9%	-7%	0.2%	9.5%	i	0.3	16%	12%	22%	7%
O=C(OCC(=O)N1CCOCC1)c1ccc[nH]c1=O	0.5%	3%	0.1%	-1.8%	i	1.7	-1%	4%	-9%	-21%
COc1cc2[nH]c(C(=O)Nc3ccc(F)cc3)cc2c(OC)c1OC	-6.2%	-24%	-0.1%	0.2%	i	3.2	-2%	-24%	-4%	1%
N#CC1=C2SCC(O)(c3ccccc3)N2C(=O)CC1c1cccs1 (centres undefined)	-3.4%	21%	-0.1%	-2.1%	u	x	-18%	-7%	2%	6%

Only part of the results is shown; rates above refer to the full screens.
